Bioassay records (PubChem)
TbHK1 inh = T. brucei hexokinase 1 inhibition; recombinant TbHK1, G6PDH-coupled NADH A340; 220,000 tested, 0.11% active; AID 1430; inhibition, % at 10 µM;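 active means inhibition of 50% or more in the single-dose primary screen; inactive means inhibition below 50%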
thrombin 1536 = thrombin (human) inhibition; AID 1046; alpha-thrombin, Boc-VPR-AMC fluorogenic substrate cleavage; 220,000 tested, 0.26% active; P00734; inhibition, % at 5 µM;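 active means inhibition at or above 40%; inactive means inhibition below 40%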;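 further: 0% = enzyme with no compound and 100% = wells without enzyme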
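Test system: human alpha-thrombin protein / Dosing: one concentration per compound, 5 µM, with 0.2% DMSO / Medium: pH 7.5 Tris-saline with Tween 20 / Benchmarks: no-compound enzyme wells and no-enzyme blanks / Read-out basis: percent inhibition of thrombin substrate cleavage / Timing: reaction at room temperature / Measured by: fluorescence, ex 355 nm, em 460 nm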
TRPML3 ag = human mucolipin-3 channel agonism | AID 1448 | 220,000 tested, 0.29% active | HEK293 TRPML3-YFP, Fluo-8 calcium fluorescence; 100% = the carbachol control signal | Q8TDD5 | activation, % at 3 µM;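 active means activation above its plate's cutoff, the mean activation of the plate's test wells plus 3 SD, cut at about 12% in these data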;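 further: 0% = DMSO only wells and 100% = carbachol wells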
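Material: HEK293 cells stably carrying human TRPML3-YFP; compound dosing: single dose, 3 µM final nominal compound, 0.3% DMSO final; incubation: 1-h 37 °C dye load, 5-s basal, 120-s post-compound reads; technique: Fluo-8 intracellular calcium fluorescence, excitation 470-495 nm, emission 515-575 nm; read-out basis: percent activation from peak-to-basal fluorescence ratio, scaled between DMSO and carbachol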
TRPN1 ag = activates the zebrafish TRPN1 channel | HEK293 zebrafish TRPN1-YFP, Fluo-8 calcium fluorescence; 100% = response to 87 µM carbachol | AID 1424 | activation, % at 3 µM | 220,000 tested, 0.18% active;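 active means activation above its plate's cutoff, the mean activation of test wells on that plate plus 3 SD, cut at about 19% in these data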;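 further: 0% = DMSO alone and 100% = 87 µM carbachol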
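Material: zebrafish TRPN1-YFP in HEK293 cells; Doses: single test compound dose, 3 µM nominal, 0.3% DMSO; Timing: dye loading 1 h at 37 °C, then 30 min room temperature; Technique: intracellular calcium fluorescence with Fluo-8; Benchmarks: high carbachol 87 µM, low DMSO alone.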
EBV gp42 inh = EBV gp42 inhibition; Q1HVG2; Fluorescence polarization binding assay, mP read-out; inhibition, % (tested at 21.74 µM); 220,000 tested, 0.42% active; AID 1085; in the data active means inhibition above about 50%
Furin inhibitor = inhibitors of human furin; P09958; purified furin, fluorogenic substrate cleavage; inhibition, % at 30 µM; 220,000 tested, 0.061% active; AID 463115; in the data active means inhibition above about 25%; further: inactives centre near -15
Cl transport mod = modulators of human KCC2 chloride dependent transport. Q9H2X9. KCC2 cells, thallium flux FluoZin-2 fluorescence. B-score of Tl+ flux slope (higher = more flux/activation; lower = inhibition) at 10 µM. 190,000 tested, 2.2% active. AID 1456;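 active means thallium flux slope and its plate-corrected score both differing from the plate sample mean at a set confidence after two filtering rounds, in either direction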;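 further: slope of fluorescence scaled to starting intensity during 10 to 20 s after thallium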
Target sequence (Q9H2X9 whole entry, looked up): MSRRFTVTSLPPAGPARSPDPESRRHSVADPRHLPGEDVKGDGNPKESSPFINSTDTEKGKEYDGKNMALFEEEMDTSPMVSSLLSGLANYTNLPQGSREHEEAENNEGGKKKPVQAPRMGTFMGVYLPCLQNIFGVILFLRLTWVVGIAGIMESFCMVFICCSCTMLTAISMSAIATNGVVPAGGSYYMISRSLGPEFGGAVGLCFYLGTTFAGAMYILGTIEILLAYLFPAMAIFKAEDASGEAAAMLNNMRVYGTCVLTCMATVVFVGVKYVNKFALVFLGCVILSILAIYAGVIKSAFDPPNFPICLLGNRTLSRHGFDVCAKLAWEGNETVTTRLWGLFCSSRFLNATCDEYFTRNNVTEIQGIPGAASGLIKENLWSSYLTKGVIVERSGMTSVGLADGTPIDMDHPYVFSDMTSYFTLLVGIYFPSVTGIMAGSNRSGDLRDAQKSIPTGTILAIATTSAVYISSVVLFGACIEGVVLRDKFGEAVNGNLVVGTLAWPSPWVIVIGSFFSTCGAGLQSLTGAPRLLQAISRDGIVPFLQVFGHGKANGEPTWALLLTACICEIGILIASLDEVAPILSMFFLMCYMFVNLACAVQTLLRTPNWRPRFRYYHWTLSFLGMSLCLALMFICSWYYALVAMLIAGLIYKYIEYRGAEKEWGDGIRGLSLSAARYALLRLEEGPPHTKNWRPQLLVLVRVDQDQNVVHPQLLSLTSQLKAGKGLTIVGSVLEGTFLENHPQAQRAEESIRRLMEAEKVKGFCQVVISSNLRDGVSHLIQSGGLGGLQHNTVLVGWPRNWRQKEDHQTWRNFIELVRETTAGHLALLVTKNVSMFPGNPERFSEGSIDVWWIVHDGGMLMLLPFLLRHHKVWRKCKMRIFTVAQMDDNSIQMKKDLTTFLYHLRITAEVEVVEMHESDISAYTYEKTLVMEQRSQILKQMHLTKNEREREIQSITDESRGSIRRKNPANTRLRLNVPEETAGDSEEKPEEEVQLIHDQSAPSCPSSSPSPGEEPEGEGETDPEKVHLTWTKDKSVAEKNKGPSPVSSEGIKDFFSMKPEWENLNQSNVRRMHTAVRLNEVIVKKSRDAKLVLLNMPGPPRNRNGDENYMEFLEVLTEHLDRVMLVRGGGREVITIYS
PPC-1+TRAIL kill = compounds killing PPC-1 cancer cells with TRAIL present (potentiator screen, no TRAIL-free arm); cell killing (% activity), % at 4 µM; PPC-1 cells + TRAIL, ATPLite viability luminescence; 220,000 tested, 0.41% active;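 active means cell killing above 50% in the first pass at 4 µM, then a duplicate retest at 5 µM averaging 50% or more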;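 further: plate controls were cells with TRAIL plus DMSO for no effect and medium-only wells lacking cells for full effect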
Calpain2 inh = inhibitors of pig calpain II; purified calpain II, fluorogenic peptide substrate, 30 min; inhibition, % at 16 µM; 220,000 tested, 0.37% active; AID 1236;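 active means inhibition above about 50%, limit read from the data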
* hit, by the source's call; / = no result given; [ ] = remark or other dose. Compounds were not picked by outcome. About 3.6% of those tested had a hit in this group.

| SMILES | TbHK1 inh | thrombin 1536 | TRPML3 ag | TRPN1 ag | EBV gp42 inh | Furin inhibitor | Cl transport mod | PPC-1+TRAIL kill | Calpain2 inh |
| --- | --- | --- | --- | --- | --- | --- | --- | --- | --- |
| Cc1cc(C)nc(NNC2=CC(=[N+]3CCCC3)CCC2)n1 | -11 | 10 | 0.7 | -0.6 | -42 | -33 | 0.44 | -13 | -14 |
| Cc1ccc(-n2c(SCC(=O)N3CCCc4ccccc43)nnc2-c2cccnc2)c(C)c1 | -3 | 2 | -0.5 | -0.6 | -21 | -22 | -1.9 | 1 | -4 |
| Cc1cc(=O)oc2cc(OCC(=O)N/N=C/c3cc([N+](=O)[O-])ccc3O)ccc12 | -11 | 0 | 0.7 | 0.6 | 92* | -16 | 0.31 | -2 | 5 |
| CC(=O)Nc1ccc(S(=O)(=O)Nc2cccn(Cc3ccc(C)cc3)c2=O)cc1 | -5 | -6 | 0.5 | 1.0 | -30 | -13 | -0.46 | / | -29 |
| CC(C)[C@H](NC(=O)NCCc1ccccc1)C(=O)O | 7 | -9 | 0.3 | 0.4 | -1 | -11[20 µM] | 0.6 | 5 | -35 |
| CC(C)C(Sc1nc(-c2ccccc2)cc(-c2ccccc2)c1C#N)C(=O)O (stereo not drawn) | -5 | -10 | 0.5 | -0.5 | -18 | -5 | -3 | 39 | 16 |
| O=C(N/C(=C\c1ccc(F)cc1)C(=O)N1CCCCCC1)c1ccccc1 | -4 | -2 | 0.4 | -0.4 | -17 | -29 | -0.012 | 0 | 29 |
| CCC(C)OC(=O)C1=C(C)NC2=C(C(=O)C(C(=O)OC)C(C)C2)C1c1ccc(N(C)C)cc1 (stereo not drawn) | -17 | 2 | -0.8 | -0.4 | -9 | -16[20 µM] | 0.18 | 10 | -12 |
| c1ccc2[nH]c(NN=C3CCCCCC3)nc2c1 | 1 | 1 | -0.2 | -0.5 | 4 | -20 | -0.9 | 20 | -6 |
| CC1=C(C#N)C(NC(=O)c2ccc(Cl)cc2)(C(F)(F)F)C(=O)N1 (stereo not drawn) | -5 | -4 | 0.5 | 2.0 | -9 | -27 | 0.41 | 23 | -5 |
| CC(C)N1CCN(Cc2ccc3c(c2)Cc2ccccc2-3)CC1CCO (stereo not drawn) | 5 | -11 | 1.0 | 2.6 | 2 | -15 | 0.64 | / | -8 |
| CSc1ccccc1NC(=O)Nc1cccc(F)c1 | -7 | 3 | -0.1 | -0.3 | -6 | -24 | -0.6 | 6 | 16 |
| CC(C)NC(=O)c1nn(C)c2ccccc12 | 30 | -6 | 0.7 | 0.3 | -6 | -4 | 0.86 | 11 | -7 |
| CC1CC(=O)NN=C1c1ccc(N(C)C)c([N+](=O)[O-])c1 (stereo not drawn) | -43 | 0 | -0.4 | -0.1 | 4 | -15[20 µM] | 0.59 | -14 | -3 |
| COc1cc(Nc2c3c(nc4ccccc24)CCCC3)cc(OC)c1OC | -10 | -10 | 0.6 | -2.6 | -6 | -26 | -0.49 | 28 | 4 |
| O=[N+]([O-])c1cc(-c2nnc(Nc3ccc(O)cc3)c3ccccc23)ccc1N1CCOCC1 | -16 | 9 | -0.1 | 0.5 | 12 | -9 | -0.69 | 12 | -63 |
| Cc1csc(NC(=O)CSc2nncn2C)n1 | 1 | 0 | 0.7 | 0.2 | -20 | -13[20 µM] | 0.25 | 16 | -23 |
| Cc1nc(C/C(=N\N)c2ccc(O)cc2O)cs1 | -7 | -4 | 0.7 | -0.3 | -7 | -16 | -0.67 | -1 | -16 |
| OCCCNc1nccc(-c2cc(Nc3cccc(Cl)c3)ncn2)n1 | -12 | -4 | / | / | -1 | -24 | -0.72 | 81* | 14 |
| Cc1ccc(-n2nnnc2SCC(=O)c2cc(C)n(-c3cc(C)on3)c2C)cc1 | 6 | -2 | 0.3 | 0.7 | -19 | -17[20 µM] | -0.76 | 47 | -33 |
| CCOC(=O)c1ccc(NC(=O)COc2ccccc2CNC2CCCC2)cc1 | 4 | -4 | 0.7 | 0.5 | -13 | -20 | 0.48 | 14 | -6 |
| CCOC(=O)NC(=O)COC(=O)CCCc1nc2ccccc2s1 | 6 | / | -0.1 | 0.2 | -15 | -5 | -2.6 | 18 | 32 |
| O=C(NCc1ccco1)/C(=C\C=C\c1ccccc1)NC(=O)c1ccco1 | -62 | -4 | 0.1 | -0.5 | -8 | 4 | -1.3 | -21 | -20 |
| NS(=O)(=O)c1ccc(CCNC(=O)C2CCC(CNS(=O)(=O)c3ccc(Br)s3)CC2)cc1 (stereo not drawn) | -3 | 7 | 0.5 | -0.6 | 5 | -22 | 0.62 | 2 | -36 |
| O=C(CCn1cnc2ccccc2c1=O)Nc1nc(-c2ccc(Br)cc2)cs1 | -10 | -3 | 0.2 | -0.8 | -42 | -17 | 0.24 | 11 | 28 |
| COc1cc(/C=N/NC(=O)C(=O)NCc2cccnc2)cc(OC)c1OC | -5 | 0 | -0.9 | -1.5 | -23 | -2 | -1.6 | -12 | 4 |
| C/C(=N\NC(=O)c1c(Br)c(C)nn1C)c1cccc(NC(=O)C2CCC2)c1 | 2 | 2 | 0.2 | 0.5 | -21 | -5[20 µM] | -5.2* | 16 | -12 |
| Cc1nc([N+](=O)[O-])c(C(=O)O)n1C | -12 | -4 | 0.0 | -0.4 | -13 | -10 | 0.14 | 3 | -20 |
| Nc1nnc(CC(=O)N/N=C/c2cc([N+](=O)[O-])cc(Br)c2O)s1 | -8 | -6 | 1.6 | 1.1 | 0 | -3 | -0.15 | 21 | -7 |
| CCOC(=O)C(=O)N(Nc1ccc(C)cc1)c1ccc(C)cc1 | 5 | 11 | -0.4 | 0.1 | -6 | 5 | -0.00023 | 22 | 6 |
| O=C(Nc1nc(-c2cccnc2)cs1)c1ccccc1Cl | -10 | 5 | 1.2 | 1.7 | -10 | -27 | 0.79 | 7 | -7 |
| CCN1C(=O)/C(=C\N2CCN(c3ccc(F)cc3)CC2)SC1=S | 1 | -6 | 1.3 | 0.8 | -12 | -15[20 µM] | 1.2 | 4 | 39 |
| CN(C)c1ccc(C=NCC2(O)CCOC(C)(C)C2)cc1 (stereo not drawn) | -28 | -10 | 0.6 | 0.5 | -2 | -1 | 0.53 | 17 | 16 |
| CCOCCCn1c(=O)c(NC(=O)c2ccc(OCC)cc2)c2n(c1=S)CCCCC2 | -12 | 2 | 0.6 | 0.4 | -6 | -13[20 µM] | -1.3 | 12 | 9 |
| CC(C)(C)OC(=O)N1CCC[C@H]1C(=O)N/N=C/c1cccc2nccnc12 | -27 | -3 | 0.2 | 0.8 | -7 | -7 | 0.79 | 10 | -6 |
| COc1ccc(CCC(=O)NNC(=S)Nc2cccc(C(C)=O)c2)cc1 | 14 | -4 | 0.5 | -0.6 | 6 | -8 | -0.53 | 7 | -6 |
| O=C(NC1CCCCC1)c1nn2c(C(F)(F)F)cc(-c3ccco3)nc2c1Br | -1 | 2 | 1.1 | 0.8 | -9 | -8 | -0.18 | 2 | 21 |
| CCOc1ccc(N2C(=O)CSC2c2ccncc2)cc1 (stereo not drawn) | 5 | 5 | 0.5 | 0.1 | -15 | -13[20 µM] | 0.055 | 4 | 4 |
| CCCCn1nnc(NC(=O)C(c2ccccc2)c2ccccc2)n1 | 1 | 1 | -0.5 | -2.1 | -3 | -1 | 0.93 | 0 | 40 |
| CCO[C@@H]1OC(C(=O)NC2CC2)=C[C@H](c2ccc(C(F)(F)F)cc2)[C@H]1CCCO | 4 | -4 | 0.6 | 1.0 | -4 | -21 | 0.0079 | 8 | 5 |

Arranged by count of non-hydrogen atoms (lowest first): some entries from above
| SMILES | TbHK1 inh | thrombin 1536 | TRPML3 ag | TRPN1 ag | EBV gp42 inh | Furin inhibitor | Cl transport mod | PPC-1+TRAIL kill | Calpain2 inh |
| --- | --- | --- | --- | --- | --- | --- | --- | --- | --- |
| CCOc1ccc(N2C(=O)CSC2c2ccncc2)cc1 (stereo not drawn) | 5 | 5 | 0.5 | 0.1 | -15 | -13[20 µM] | 0.055 | 4 | 4 |
| CCOC(=O)NC(=O)COC(=O)CCCc1nc2ccccc2s1 | 6 | / | -0.1 | 0.2 | -15 | -5 | -2.6 | 18 | 32 |
| CCCCn1nnc(NC(=O)C(c2ccccc2)c2ccccc2)n1 | 1 | 1 | -0.5 | -2.1 | -3 | -1 | 0.93 | 0 | 40 |
| COc1cc(/C=N/NC(=O)C(=O)NCc2cccnc2)cc(OC)c1OC | -5 | 0 | -0.9 | -1.5 | -23 | -2 | -1.6 | -12 | 4 |
| O=C(CCn1cnc2ccccc2c1=O)Nc1nc(-c2ccc(Br)cc2)cs1 | -10 | -3 | 0.2 | -0.8 | -42 | -17 | 0.24 | 11 | 28 |
| CCOC(=O)c1ccc(NC(=O)COc2ccccc2CNC2CCCC2)cc1 | 4 | -4 | 0.7 | 0.5 | -13 | -20 | 0.48 | 14 | -6 |
| CCOCCCn1c(=O)c(NC(=O)c2ccc(OCC)cc2)c2n(c1=S)CCCCC2 | -12 | 2 | 0.6 | 0.4 | -6 | -13[20 µM] | -1.3 | 12 | 9 |
| NS(=O)(=O)c1ccc(CCNC(=O)C2CCC(CNS(=O)(=O)c3ccc(Br)s3)CC2)cc1 (stereo not drawn) | -3 | 7 | 0.5 | -0.6 | 5 | -22 | 0.62 | 2 | -36 |

(cont.)
| SMILES | TbHK1 inh | thrombin 1536 | TRPML3 ag | TRPN1 ag | EBV gp42 inh | Furin inhibitor | Cl transport mod | PPC-1+TRAIL kill | Calpain2 inh |
| --- | --- | --- | --- | --- | --- | --- | --- | --- | --- |
| COc1ccc(C2=NN(C(=O)CSc3nc4ncc(Cl)cc4[nH]3)C(c3ccco3)C2)cc1 (stereo not drawn) | 2 | -12 | -0.9 | -2.3 | -23 | -35 | -1.2 | 10 | -107 |
| Cc1ccsc1-c1ccnc(-n2cccc2)n1 | 3 | -1 | 0.1 | 1.3 | -3 | -12[20 µM] | 1.6 | -31 | -11 |
| CCOc1ccccc1N1C(=O)CC(N(O)c2ccccc2)C1=O (stereo not drawn) | -4 | 1 | 1.4 | 1.4 | -17 | -9 | -1.4 | 4 | -2 |
| COc1cc(Cl)c(S(=O)(=O)NCc2cccnc2)cc1Cl | 2 | -4 | 0.5 | 1.1 | -5 | -20 | 0.015 | 6 | 5 |
| CCN(CC)C(=O)CN(c1cc(Cl)ccc1OC)S(=O)(=O)c1ccc(C)c([N+](=O)[O-])c1 | 1 | -5 | 1.4 | -2.3 | 7 | -14 | -1.1 | 11 | 8 |
| CC(C)(C)OC(=O)N/N=C/c1ccc(N2CCOCC2)s1 | -43 | -10 | 1.2 | 1.7 | -118 | -3 | -0.089 | 7 | -16 |
| CCOC(=O)c1c(C)nc2sc3c(=O)n(-c4ccc(OC)cc4)cnc3c2c1-c1ccc(OC)cc1 | -8 | 8 | -0.1 | 0.6 | -14 | -13[20 µM] | / | 25 | 3 |
| Cc1cc(C)c(NC(=O)C2CC(=O)N(c3ccc4c(c3)OCCO4)C2)c(C)c1 (stereo not drawn) | -4 | 1 | 0.6 | -0.3 | -32 | -3[20 µM] | -0.23 | -6 | 3 |
| FC(F)(F)c1cccc(Cn2nnnc2-c2ccc(Cl)cc2)c1 | 7 | -2 | -1.1 | -2.0 | -12 | -22[20 µM] | 0.96 | 9 | 25 |
